FXIa inh – inhibitors of human coagulation factor XIa; P03951; purified human FXIa, fluorogenic AMC substrate cleavage; inhibition, % at 10 µM; actives 0.3% (n = 33,000);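 active means inhibition above 40% in the primary screen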;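 further: 0% = enzyme without compound and 100% = blank wells lacking enzyme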
Target sequence (P03951 19-387 limits assumed): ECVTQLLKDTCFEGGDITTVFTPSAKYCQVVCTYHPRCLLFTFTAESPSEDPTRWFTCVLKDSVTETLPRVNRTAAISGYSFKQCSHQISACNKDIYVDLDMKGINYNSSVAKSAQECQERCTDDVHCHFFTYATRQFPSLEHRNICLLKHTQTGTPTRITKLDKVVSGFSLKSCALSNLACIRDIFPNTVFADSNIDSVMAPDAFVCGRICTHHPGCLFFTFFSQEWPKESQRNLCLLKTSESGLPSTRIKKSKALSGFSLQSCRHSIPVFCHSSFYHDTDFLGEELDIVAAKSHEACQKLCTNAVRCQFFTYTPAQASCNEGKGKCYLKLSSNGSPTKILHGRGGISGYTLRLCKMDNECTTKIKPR
Target sequence (P03951 388-625 limits assumed): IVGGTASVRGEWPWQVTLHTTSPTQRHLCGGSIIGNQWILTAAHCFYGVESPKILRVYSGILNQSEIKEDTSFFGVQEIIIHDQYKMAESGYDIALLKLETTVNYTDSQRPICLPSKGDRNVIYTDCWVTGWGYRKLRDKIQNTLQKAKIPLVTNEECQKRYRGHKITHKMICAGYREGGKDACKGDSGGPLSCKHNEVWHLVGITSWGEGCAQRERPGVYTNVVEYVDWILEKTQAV
FXIIa inh – inhibitors of human coagulation factor XIIa; P00748; purified human FXIIa, AMC substrate fluorescence, 2 h; inhibition, % at 10 µM; actives 0.2% (n = 33,000); in the data active means inhibition above about 30%;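 further: 0% = enzyme with vehicle only and 100% = no enzyme blank; many of its hits are not listed in these tables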
The depositor's hits bear a star. Some of the compounds tested; the hit share may differ from the screen's.

FXIa inh	FXIIa inh	smiles
3	-1	COc1ccc(C)cc1NC(=O)C(C)N(c1ccc(C)cc1)S(C)(=O)=O (stereo not drawn)
4	9	O=C1CCCc2c1cc(C(=O)NC1CCSC1=O)c(=O)n2-c1ccccc1 (stereo not drawn)
2	-11	C=CCn1c(SCC(=O)c2ccccc2)nnc1-c1ccc2c(c1)OCO2
0	1	C[C@@H](C(=O)Nc1ccccc1N1CCOCC1)N1C(=O)C2CC=CCC2C1=O (stereo partly drawn)
-5	8	CCn1c(COc2ccccc2C)nnc1SCC(=O)Nc1cc(C)on1
-3	6	CCOC(=O)CC1C(=O)NCCN1C(=O)c1cccc(C(F)(F)F)c1 (stereo not drawn)
1	8	CC(C)(C)C(=O)Nc1cccc(-c2nnc(-c3cccc(NC(=O)C(C)(C)C)c3)o2)c1
6	4	NC(=O)CSc1nnc(-c2ccc(S(=O)(=O)N3CCCCC3)cc2)n1-c1ccccc1

FXIa inh	FXIIa inh	smiles
-5	-4	Cc1ccc(C)n1-c1ccc(N2CCOCC2)c(Br)c1
2	18	CCOC(=O)/C(C#N)=C/NC(=O)NC(C)(C)C
7	4	COc1ccc(/C=N/Nc2snc(SC)c2C#N)cc1OC
6	4	Cc1cc(=O)[nH]c(-c2ccccc2)n1
35	-16	CC(=O)NCCOc1nc(N(C)C)nc(N2CCOCC2)n1
4	9	COn1c2c(c3c4no[n+]([O-])c4ccc31)CCCC2
-2	4	CCN(CC)CC#CCC(O)(c1ccccc1)C1CCCC1 (stereo not drawn)
-8	3	COc1ccccc1N1CCN(C(=O)CN(CCc2ccccc2)S(C)(=O)=O)CC1

FXIa inh	FXIIa inh	smiles
5	5	c1ccc(COc2cccc(CN3CCN(c4ccccn4)CC3)c2)cc1
1	2	O=C(NCCc1ccccc1F)C1CCCN1S(=O)(=O)c1ccccc1 (stereo not drawn)
2	3	CCCNC(=O)c1cccc(COCC(F)(F)C(F)F)c1
-2	8	CS(=O)(=O)NCCCNc1ccc(Cl)cc1[N+](=O)[O-]
2	6	COc1ccc(NC2CC(=O)N(C(C)C)C2=O)cc1 (stereo not drawn)
-1	7	CC1Oc2ccccc2N(CC(=O)N2CCCc3ccccc32)C1=O (stereo not drawn)
-9	0	CCOc1ccc2[nH]c(=O)c(CN(Cc3ccco3)C(=O)c3cccc(F)c3)cc2c1
-2	-4	CCOC(=O)c1nnc(-c2ccc(C)cc2)nc1Sc1ccccc1Cl

FXIa inh	FXIIa inh	smiles
-3	6	Cc1ccc(C(C)C)c(OCCN(C)C)c1
4	-1	O=C(NCCN1CCN(Cc2ccccc2)CC1)c1cc2c(=O)[nH]c3ccccc3c2s1
-3	6	COc1ccc(C(=O)COC(=O)C(CC(C)C)N2C(=O)c3ccccc3C2=O)cc1 (stereo not drawn)
3	4	COc1ccc(OC)c(S(=O)(=O)Nc2ccccc2C(F)(F)F)c1
-1	6	COc1ccc(OC)c(NC(=O)CC(NCCC2=CCCCC2)C(=O)O)c1 (stereo not drawn)
19	-15	CCn1c(SCC(=O)NCC(=O)Nc2ccc(F)cc2)nnc1-c1ccncc1
25	5	Cc1ccnc2nc(C(=O)Nc3ccc(N4CCOCC4)cc3)nn12
13	-1	CC(C)NCC(O)COc1ccc(CC(N)=O)cc1 (stereo not drawn)

FXIa inh	FXIIa inh	smiles
0	0	CC1Cc2ccccc2N1C(=O)CCn1c(=O)oc2ccccc21 (stereo not drawn)
-4	3	CCCNC(=O)c1ccc(-c2nc3ccccc3s2)s1
1	4	CCc1ccc(C2C(C#N)=C(N)Oc3n[nH]c(CC(=O)OC)c32)cc1 (stereo not drawn)
1	4	COCCNC(=O)c1ccccc1NC(=O)C1COc2ccccc2O1 (stereo not drawn)
32	-20	O=C(c1ccccc1)c1cn[nH]c1-c1ccccc1O
4	12	COc1ccc(-c2c(C)n([O-])c(C)c(C)[n+]2=O)cc1
-6	2	CCCOn1nnnc1-c1ccccc1
7	4	O=C(NCCc1ccncc1)C12CC3CC(CC(C3)C1)C2

Shown field by field: entries from further up.
COc1ccc(C)cc1NC(=O)C(C)N(c1ccc(C)cc1)S(C)(=O)=O (stereo not drawn)
  FXIa inh: 3 | FXIIa inh: -1

O=C1CCCc2c1cc(C(=O)NC1CCSC1=O)c(=O)n2-c1ccccc1 (stereo not drawn)
  FXIa inh: 4 | FXIIa inh: 9

Next part
FXIa inh	FXIIa inh	smiles
-2	1	Cc1cc(OCC(=O)Nc2ccc3oc(-c4ccncc4)nc3c2)ccc1Cl
1	-3	Cc1ccc(-n2c(CCc3ccccc3)nnc2SCC(=O)NCc2ccccc2)cc1C
6	6	CCOc1ccc(OCC)c(NC(=O)Nc2ccc3c(c2)N(C)C(=O)CS3)c1
0	4	COc1ccc(CCNC(=O)c2cnn3c(C(F)F)cc(C)nc23)cc1OC
8	1	O=C(CNC(=O)c1cccs1)OCC(=O)c1ccccc1
-4	3	CC(=O)Oc1ccc2nc(-c3cccs3)oc(=O)c2c1
-5	6	COc1ccc(S(=O)(=O)N[C@@H](Cc2ccc(Cl)cc2)C(=O)N2CC[C@@]3(O)CCCC[C@H]3C2)cc1
-1	9	Cc1cc(C)nc(SC2CCOC2=O)n1 (stereo not drawn)

FXIa inh	FXIIa inh	smiles
1	8	CCSc1nnc(NC(=O)CCNS(=O)(=O)c2cc(Br)cnc2N)s1
3	4	CCC(=O)Nc1nnc(SCC(=O)N2c3ccccc3CC2C)s1 (stereo not drawn)
-6	12	Cc1ccc(Cc2c(C)nc3nc(SCC(=O)NCCN4CCOCC4)nn3c2C)cc1
2	4	COCCNC(=O)CN(CC1CCCO1)C(=O)CCC(=O)Nc1ccccn1 (stereo not drawn)
0	11	O=C(O)c1ccccc1NS(=O)(=O)c1cccc(C(F)(F)F)c1
-4	11	CCOC(=O)/C(=N/Nc1ccc(C)cc1)S(=O)(=O)c1ccc(Cl)cc1
3	7	c1ccc2c(N3CCCCC3)ncnc2c1
1	-3	NC(=NC1CCCCC1)c1ccc([N+](=O)[O-])cc1

FXIa inh	FXIIa inh	smiles
3	4	CN1C(=O)C2ON(c3ccccc3)C(c3cccs3)C2C1=O (stereo not drawn)
2	10	C/C(=C\C(=O)c1ccc(C)o1)Nc1ccc(C(=O)O)cc1C
-1	8	COc1ccc(-c2cc(C(F)(F)F)n3nc(C(=O)NCCCn4ccnc4)cc3n2)cc1
5	6	CCCC1S/C(=N/N=C/c2ccc(OC)cc2)N(Cc2ccc(OC)cc2)C1=O (stereo not drawn)
-1	10	O=C(Nc1nnc(C2CC2)s1)c1ccncc1
2	6	CCOc1cccc(NC(=O)CSc2nc(C)c3c(c2C#N)CCCC3)c1
2	4	CC1CCc2nc(NC(=O)CSc3nc4ccccc4o3)sc2C1 (stereo not drawn)
-1	11	CCC(=O)Nc1ccc(C(=O)CSc2nnc(-c3ccc(O)cc3)n2CC2CCCO2)cc1OC (stereo not drawn)

FXIa inh	FXIIa inh	smiles
-14	-13	COCCCC/C(=N\OCCN)c1ccc(C(F)(F)F)cc1
4	3	CC(C)N(Cc1ccccc1)C(=O)COC(=O)c1ccc2c(c1)OCCO2
4	2	CC(C)(C)/C(O)=C(/C#N)c1nc2ccccc2[nH]1
5	3	Cn1c(SCC(=O)N2CCCCC2)nc2c([nH]c3ccccc32)c1=O
0	9	Cc1ccc(-n2c(=O)[nH]cc(C(=O)Nc3ccc4c(c3)OCCO4)c2=O)cc1C
26	-14	Cc1nnc(NCc2ccco2)s1
2	5	O=C(CN1CCN(Cc2ccc(Cl)cc2)C1=O)NCCCN1CCN(c2ccc(F)cc2)CC1
0	3	O=c1cc(CSc2nnc(-c3cccnc3)n2-c2ccccc2F)nc2sccn12

FXIa inh	FXIIa inh	smiles
-10	4	Cc1cc2c(n1-c1ccc(Cl)cc1)CC(C)(C)CC2=O
3	4	COc1ccccc1OCc1ccc(C(=O)NCC2CCCO2)o1 (stereo not drawn)
-9	3	Cc1nc2c(Br)cc(Br)cc2cc1O
2	7	Cc1n[nH]c(=O)nc1N1CCN(c2ccccc2)CC1
0	-4	O=C(Nc1ccccc1-c1ccccc1NC(=O)c1ccco1)c1ccco1
1	8	CCOc1ccc(NC(=O)NCC2CCN(c3ccc(OC)cc3)C2)cc1 (stereo not drawn)
-2	3	CC(C)CNC(=O)CCCc1c[nH]c2ccccc12
1	10	NC(=O)c1ccccc1NS(=O)(=O)c1ccccc1

FXIa inh	FXIIa inh	smiles
11	3	COC(=O)CNC(=O)c1ccccc1C
2	10	COC(=O)c1ccccc1NC(=O)CCS(=O)(=O)c1ccc(Br)s1
-2	18	COc1cc(CNn2cnnc2)ccc1OCC(=O)NC1CCCCC1
-5	7	Cc1ccc2cc(C)c3nnc(SCC(=O)N4CCN(C(=O)c5ccco5)CC4)n3c2c1
25	-13	CCC(C)NC(=O)c1ccc(COc2ccccc2Cl)cc1 (stereo not drawn)
-1	5	COC(=O)/C=C1/S/C(=N/NC(=O)c2ccccc2)NC1=O
7	12	Cc1ccc(C)c2[nH]c(=O)c(CCNS(=O)(=O)c3ccccc3)cc12
-2	12	O=C(COc1ccc(CO)cc1Cl)Nc1ccc(F)cc1

FXIa inh	FXIIa inh	smiles
7	2	COc1ccc(NC(=O)Cn2c(-c3ccccc3)cn(-c3ccc(C)cc3)c2=O)cc1
5	7	Cc1oc2c(cc(NS(=O)(=O)c3cccs3)c3ccccc32)c1C(=O)OC(C)C
4	7	Cc1csc(NC(=O)CSc2nc3ccccc3s2)n1
-14	-11	COc1cccc(CNC(=O)c2cnc(-c3ccccn3)nc2C(F)(F)F)c1
7	4	COc1ccc2nc(SCC(=O)Nc3c(C)cccc3C)[nH]c2c1
-1	7	NS(=O)(=O)c1ccc(NC(=O)C2CCCO2)cc1 (stereo not drawn)
4	4	CCOC(=O)CSc1nc2ccc(N3CCOCC3)cc2c(=O)n1Cc1ccccc1
19	-14	Cc1ccc(S(=O)(=O)N2CCN(C(=O)c3ccccc3)CC2)cc1

FXIa inh	FXIIa inh	smiles
-7	6	CCCn1c(N2CCN(CC(=O)c3c(C)n(C)c4ccc(OC)cc34)CC2)nc2c1c(=O)[nH]c(=O)n2C
7	4	NC(Cc1ccc(Oc2ccc(O)cc2)cc1)C(=O)O (stereo not drawn)
1	3	COc1ccccc1C(=O)Nc1nnc(-c2ccc3c(c2)CCCC3)o1
6	4	CC(C)CC(=O)NCCNC(=O)c1cc(OCC(F)(F)F)ccc1OCC(F)(F)F
-4	6	CC(C)OCCCNC(=O)CN1CCN(Cc2ccccc2Cl)C1=O
15	9	O=c1c(-c2ccco2)[n+]([O-])c2ccccc2n1OCc1ccccn1
22	-15	CC1=NN(S(=O)(=O)c2ccc(F)cc2)C(=O)c2ccccc2O1
1	7	Cc1nc2ccccc2n1CCC(=O)O

FXIa inh	FXIIa inh	smiles
1	-8	OC1(c2ccc3c(c2)OCO3)CCN(Cc2ccccn2)CC1
0	-5	Cc1cc(C)c2nc(SCC(=O)Nc3ccccc3N3CCOCC3)c(C#N)cc2c1
6	8	O=C1Nc2cc(Cl)c(Cl)cc2N(O)N1c1ccccc1
2	-22	CC1CCN(c2oc(-c3ccccc3Cl)nc2C#N)CC1
-2	3	C=CCNC(=O)CN(c1ccc(OC)cc1OC)S(C)(=O)=O
12	-16	O=C(CN1CC(c2ccccc2)CC1=O)OCc1cccc(Br)c1 (stereo not drawn)
3	8	Cn1nnnc1SCC(=O)N1CCOCC1
-4	2	c1ccc(NCn2cncn2)nc1

Quoted at random: five records from the list, in no set order.
FXIa inh	FXIIa inh	smiles
-4	2	c1ccc(NCn2cncn2)nc1
6	8	O=C1Nc2cc(Cl)c(Cl)cc2N(O)N1c1ccccc1
12	-16	O=C(CN1CC(c2ccccc2)CC1=O)OCc1cccc(Br)c1 (stereo not drawn)
2	-22	CC1CCN(c2oc(-c3ccccc3Cl)nc2C#N)CC1
3	8	Cn1nnnc1SCC(=O)N1CCOCC1

More entries
FXIa inh	FXIIa inh	smiles
-8	5	C/C(=N/Oc1nc(C)cc(C)n1)c1ccc(Br)cc1
10	6	COc1ccc(CC(=O)NC(C)c2nnc(SCCOc3ccc(OC)cc3)n2C)cc1 (stereo not drawn)
-5	5	O=C(O)c1c[nH]c2c(C(F)(F)F)cccc2c1=O
0	8	COc1ccc(-n2c(C)cc(C(=O)Cn3nnc4ccccc4c3=O)c2C)cc1
2	8	CCC(Sc1nc2ccccc2s1)C(=O)Nc1cc(C)on1 (stereo not drawn)
-3	-5	Cc1ccc(S(=O)(=O)NC(C)(C)CSc2nnc(Nc3ccccc3)s2)cc1
-9	9	CC(=O)Nc1ccc(S(=O)(=O)Nc2nc(CN3CCOCC3)nc3sc4c(c23)CCCC4)cc1
-8	5	O=c1c(C(c2ccccc2)c2c(O)nc3n(c2=O)CCCS3)c(O)nc2n1CCCS2

FXIa inh	FXIIa inh	smiles
-1	0	COc1ccc(C(=O)/C=C/Nc2cccc(O)c2)cc1
7	5	CCc1ccccc1NC(=O)N[C@H](C(=O)O)C(C)C
3	9	COc1cccc2cc(C(C)=O)c(=O)oc12
0	7	COc1ccc(Cl)cc1C(=O)NCc1cn(C)nc1C
-1	2	O=C(CSc1nnc(-c2cccs2)n1Cc1ccccc1)NCc1ccc2c(c1)OCO2
-3	0	Cc1cc(C)nc(/N=C2\NC(=O)CC(C(=O)O)N2c2ccc(Oc3ccccc3)cc2)n1 (stereo not drawn)
-4	4	COc1ccccc1NC(=O)c1cc(S(=O)(=O)N2CCOCC2)ccc1Cl
-2	2	CC(=O)Oc1ccc(C(=O)Nn2cnnc2)cc1

FXIa inh	FXIIa inh	smiles
2	5	CN(C)c1nc(N)nc(CSc2n[nH]c(-c3ccccc3)n2)n1
-3	-2	COC(=O)c1cc(NCc2ccccc2F)ccc1N1CCOCC1
6	5	CC(C)(C)OC(=O)N1CCC[C@@H]1C(=O)N1CCC(C(=O)O)CC1
8	1	COc1ccc(Nc2nc3ccccc3nc2NS(=O)(=O)c2cccs2)cc1
-12	9	O=C(c1cccnc1)N1CCN(S(=O)(=O)c2ccc3ccccc3c2)CC1
-10	6	CC(=O)c1c(C(C)=O)c(C)n(-c2ccc(N)cc2)c1C
2	2	Clc1ccc(NC2=NCCC2)cc1Cl

Compound activity (PubChem BioAssay)
